Assay outcomes: PubChem BioAssay, several laboratories
Pf gametocyte – kills late stage P. falciparum gametocytes. hit rate 0.065% among 150,000. P. falciparum stage V gametocytes, ATP luminescence, 24 h. inhibition, % at 10.9 µM;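 active = inhibition above the mean plus 3 SD of compounds within the control limits, set per campaign, cut at about 38% in these data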;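 also: 0% = DMSO wells and 100% = medium only without gametocytes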
Avidin bead fluor – avidin bead compound fluorescence profile | hit rate 0.38% among 220,000 | fluorescence (KMESF) at 10 µM | Avidin beads, compound fluorescence 488/530 nm, flow cytometry; active compounds read high | AID 1775; in the data active = fluorescence above about 47; also: inactives centre near 10
Bim-Mcl-1 – inhibitors of Bim-Mcl-1 interaction, human. inhibition, % at 10 µM. hit rate 0.1% among 190,000. Q07820. Bead-based flow cytometry, Bim peptide-Mcl-1 binding; in the data active = inhibition above about 40%;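 also: 0% = no compound tracer wells and 100% = peptide blocker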
Mcl1-Noxa inh – Mcl-1/Noxa interaction inhibition | inhibition, % at 21.7 µM | AID 1022 | hit rate 1.5% among 220,000 | Q07820 | TR-FRET Mcl-1/Noxa peptide binding, 2 h;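 active = compounds that cut the protein-peptide binding signal by more than 50% relative to plate controls in a single-dose test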;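 also: His-tagged Mcl-1 with rhodamine Noxa BH3 peptide and terbium anti-His antibody; 0% = Mcl-1 plus Noxa peptide wells and 100% = peptide-only wells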
RGS4-Gao reg – modulates binding of RGS4 to human Galphao; Multiplexed bead flow cytometry; actives lie on both sides; hit rate 0.33% among 220,000; AID 1415; binding response (% of control), % at 10 µM; P09471; in the data active = binding response below about 49% or above about 150%; inactive = in between;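 also: fluorescent Galphao activated with aluminum fluoride binding bead-coupled RGS4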
Target sequence (P09471 whole entry, looked up): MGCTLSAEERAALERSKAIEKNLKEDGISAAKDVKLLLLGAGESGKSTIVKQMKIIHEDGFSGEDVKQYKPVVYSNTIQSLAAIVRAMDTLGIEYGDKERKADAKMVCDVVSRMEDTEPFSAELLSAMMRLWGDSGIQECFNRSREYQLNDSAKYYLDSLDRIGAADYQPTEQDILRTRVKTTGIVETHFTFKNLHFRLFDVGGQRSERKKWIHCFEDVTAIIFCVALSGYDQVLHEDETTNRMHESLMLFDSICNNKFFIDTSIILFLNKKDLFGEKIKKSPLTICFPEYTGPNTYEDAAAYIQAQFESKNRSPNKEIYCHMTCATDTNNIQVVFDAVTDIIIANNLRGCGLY
GSH fluor – compound fluoresces at 488/530 nm on GSH beads; hit rate 0.25% among 190,000; AID 1776; GSH beads flow cytometry, compound fluorescence 488/530 nm; active compounds read high; fluorescence (KMESF) at 10 µM; in the data active = fluorescence above about 89;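 also: glutathione beads carrying GST-tagged Bcl family fusion proteins plus one bare bead set; values are compound well signal with DMSO vehicle wells as background; inactives centre near 16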
ABCB1 block – human ABCB1 inhibition, ABCG2 as counter-screen. CCRF-Adr cells, JC-1 efflux, flow cytometry. inhibition, % at 6.6 µM. P08183. hit rate 0.067% among 190,000; in the data active = inhibition above about 40%;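 also: 0% = vehicle and 100% = reference inhibitor; higher value means more JC-1 retained so stronger ABCB1 efflux block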
ABCG2 block – inhibitors of human ABCG2 transporter, ABCB1 counter-screen | Q9UNQ0 | IgMXP3 cells, JC-1 efflux, flow cytometry | inhibition, % at 6.6 µM | hit rate 0.1% among 190,000;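 active = inhibition above 80%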;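 also: 0% = DMSO and 100% = nicardipine control wells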
Target sequence (Q9UNQ0 whole entry, looked up): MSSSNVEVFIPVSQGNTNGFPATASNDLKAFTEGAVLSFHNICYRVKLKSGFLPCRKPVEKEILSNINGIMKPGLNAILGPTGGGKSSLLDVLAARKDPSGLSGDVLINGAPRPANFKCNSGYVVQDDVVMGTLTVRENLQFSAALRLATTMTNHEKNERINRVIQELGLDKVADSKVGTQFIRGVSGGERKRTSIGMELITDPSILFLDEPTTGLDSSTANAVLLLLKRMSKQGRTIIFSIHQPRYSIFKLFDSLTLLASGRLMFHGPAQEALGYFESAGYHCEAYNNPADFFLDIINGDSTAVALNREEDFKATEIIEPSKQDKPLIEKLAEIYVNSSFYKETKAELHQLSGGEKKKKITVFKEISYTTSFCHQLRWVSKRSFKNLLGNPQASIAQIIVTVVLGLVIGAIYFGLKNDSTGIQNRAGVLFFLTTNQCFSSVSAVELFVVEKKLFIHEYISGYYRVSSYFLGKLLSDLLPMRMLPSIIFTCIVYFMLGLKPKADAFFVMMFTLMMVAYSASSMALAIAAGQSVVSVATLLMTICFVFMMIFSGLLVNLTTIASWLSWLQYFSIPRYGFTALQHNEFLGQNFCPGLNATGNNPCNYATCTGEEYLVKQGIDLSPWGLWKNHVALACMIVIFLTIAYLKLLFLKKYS
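Test system: ABCG2 IgMXP3 and barcoded ABCB1 CCRF-Adr cell mix; Schedule: cells with compound and JC-1, 10 min at 25 °C, rotating, no wash; Technique: flow cytometry of retained JC-1 fluorescence; Measure: % inhibition of efflux relative to nicardipine and DMSO; Controls: nicardipine high and DMSO low controls.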
RGS8-Gao reg – human RGS8-Galphao interaction regulation. P09471. hit rate 0.34% among 220,000. response (percent of control binding), % at 10 µM. multiplexed bead flow cytometry, RGS8-Galphao binding; actives lie on both sides; in the data active = response below about 60% or above about 140%; inactive = in between;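 also: Galphao activated as the GDP aluminium fluoride complex binding bead-coupled RGS8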
Mcl1-Bid inh – disrupts binding of human Mcl-1 to Bid peptide. Q07820. TR-FRET Mcl-1/Bid-Dy647 peptide binding, 1536-well. inhibition, % at 21.7 µM. hit rate 0.97% among 220,000;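 active = compounds that cut the binding signal by more than half at the single screening dose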;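 also: His-tagged Mcl-1 with europium anti-His antibody binding Bid BH3 peptide; 0% = Mcl-1 plus peptide wells and 100% = peptide-only wells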
RGS7-Gao reg – human RGS7-Galphao interaction regulation. Multiplexed bead flow cytometry, RGS7-Galphao binding; actives lie on both sides. binding response (% of control), % at 10 µM. hit rate 0.35% among 220,000; in the data active = binding response below about 49% or above about 150%; inconclusive = no clear call, values can overlap the other calls; inactive = in between;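 also: fluorescent Galphao held in activated GDP-AlF4 state binding bead-coupled RGS7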
* = called active by the depositor.

CN(C)c1ccc(N=Cc2nc(-c3ccccc3)oc2O)cc1 was read as Pf gametocyte -20, Avidin bead fluor 32, Bim-Mcl-1 -2, Mcl1-Noxa inh 21, RGS4-Gao reg 102, GSH fluor 13, ABCB1 block 1.1, ABCG2 block 5, RGS8-Gao reg 101, Mcl1-Bid inh -127 and RGS7-Gao reg 102.
Screening O=C(CO/N=C1\CCCc2nonc21)Nc1ccc(Br)cc1 returned Pf gametocyte -5, Avidin bead fluor 12, Bim-Mcl-1 -1, Mcl1-Noxa inh 1, RGS4-Gao reg 101, GSH fluor 12, ABCB1 block 0.1, ABCG2 block 8, RGS8-Gao reg 100, Mcl1-Bid inh 0 and RGS7-Gao reg 98.
Screening O=C(COC(=O)c1ccccc1OCc1ccccc1Cl)NC1CC1 returned Avidin bead fluor 35, Bim-Mcl-1 -2, Mcl1-Noxa inh -3, RGS4-Gao reg 100, GSH fluor 14, ABCB1 block 1.1, ABCG2 block 9, RGS8-Gao reg 99, Mcl1-Bid inh -17 and RGS7-Gao reg 101.
CCNc1nc(OCCNS(=O)(=O)c2cc(C)ccc2C)nc(N(C)C)n1 was read as Avidin bead fluor 5, Bim-Mcl-1 -2, Mcl1-Noxa inh -2, RGS4-Gao reg 110, GSH fluor 35, ABCB1 block 0.6, ABCG2 block 2, RGS8-Gao reg 104, Mcl1-Bid inh 8 and RGS7-Gao reg 106.
`Cc1ccc2nc3c(nc2c1C)C(O)=C3O` gave Pf gametocyte -21, Avidin bead fluor 7, Mcl1-Noxa inh 18, RGS4-Gao reg 103, RGS8-Gao reg 100, Mcl1-Bid inh -66 and RGS7-Gao reg inconclusive.
For Oc1cccc(C=NCc2ccccc2)c1 the results were Avidin bead fluor 8, Bim-Mcl-1 0, Mcl1-Noxa inh -10, RGS4-Gao reg 105, GSH fluor 4, ABCB1 block 0.3, ABCG2 block 2, RGS8-Gao reg 105, Mcl1-Bid inh -41 and RGS7-Gao reg 99.
For CCN(CC)S(=O)(=O)c1ccc(C)c(NC(=O)COC(=O)C=C(C)C)c1 the results were Pf gametocyte 18, Avidin bead fluor 5, Mcl1-Noxa inh 7, RGS4-Gao reg 95, RGS8-Gao reg 96, Mcl1-Bid inh -26 and RGS7-Gao reg inconclusive.
Cc1cccc2c(N=Nc3ccc(S(=O)(=O)Nc4cccc(Cl)c4)cc3[N+](=O)[O-])c(O)[nH]c12 was read as Pf gametocyte -28, Avidin bead fluor 13, Bim-Mcl-1 4, Mcl1-Noxa inh 39, RGS4-Gao reg 101, GSH fluor 15, ABCB1 block -2.1, ABCG2 block -11, RGS8-Gao reg 102, Mcl1-Bid inh -2 and RGS7-Gao reg inconclusive.
Screening CC(C)CNC(=O)c1coc(=O)c(Br)c1 returned Pf gametocyte -24, Avidin bead fluor 5, Bim-Mcl-1 2, Mcl1-Noxa inh 13, RGS4-Gao reg 105, GSH fluor 16, ABCB1 block 0.1, ABCG2 block 1, RGS8-Gao reg 99, Mcl1-Bid inh -5 and RGS7-Gao reg 104.
`COc1cc(C2C(C#N)=C(N)Oc3cc(C)oc(=O)c32)cc2c1OCO2` (stereo unspecified) gave Avidin bead fluor 13, Bim-Mcl-1 0, Mcl1-Noxa inh 51*, RGS4-Gao reg 101, GSH fluor 21, ABCB1 block 0.2, ABCG2 block 1, RGS8-Gao reg 101, Mcl1-Bid inh -6 and RGS7-Gao reg 103.
C=CCNC(=O)c1cc(Cl)ccn1 was read as Pf gametocyte 24, Avidin bead fluor 21, Bim-Mcl-1 0, Mcl1-Noxa inh -6, RGS4-Gao reg 104, GSH fluor 19, ABCB1 block 0.5, ABCG2 block 2, RGS8-Gao reg 98, Mcl1-Bid inh -27 and RGS7-Gao reg 113.
For CN(CC(=O)N1CCc2ccccc21)S(=O)(=O)c1ccc(Br)s1 the results were Pf gametocyte -4, Avidin bead fluor 13, Bim-Mcl-1 -2, Mcl1-Noxa inh 34, RGS4-Gao reg 110, GSH fluor 14, ABCB1 block 0.2, ABCG2 block 3, RGS8-Gao reg 103, Mcl1-Bid inh -23 and RGS7-Gao reg 109.
C/C(=N\NC(=S)Nc1cc(S(=O)(=O)N2CCOCC2)ccc1Cl)c1ccc(N2CCOCC2)cc1 was read as Pf gametocyte 6, Avidin bead fluor 5, Mcl1-Noxa inh -45, RGS4-Gao reg 101, RGS8-Gao reg 100, Mcl1-Bid inh -185 and RGS7-Gao reg inconclusive.
For Cc1nn(CC(=O)Nc2ccc3c(c2)nc(CCN2CCCCC2)n3C)c(=O)c2ccccc12 the results were Avidin bead fluor 37, Bim-Mcl-1 -3, Mcl1-Noxa inh 20, RGS4-Gao reg 103, GSH fluor 18, ABCB1 block 0.4, ABCG2 block 1, RGS8-Gao reg 103, Mcl1-Bid inh -20 and RGS7-Gao reg 104.
For O=C(Nc1cccc(NC(=O)c2ccco2)c1)c1ccc2c(c1)OCO2 the results were Avidin bead fluor 11, Bim-Mcl-1 -6, Mcl1-Noxa inh 15, RGS4-Gao reg 102, GSH fluor 28, ABCB1 block 2.0, ABCG2 block 20, RGS8-Gao reg 101, Mcl1-Bid inh 1 and RGS7-Gao reg 98.
For CCc1cc2c(-c3ccccc3)cc(=O)oc2cc1OC(=O)c1cccs1 the results were Pf gametocyte 18, Avidin bead fluor 14, Bim-Mcl-1 -2, Mcl1-Noxa inh -12, RGS4-Gao reg 99, GSH fluor 9, ABCB1 block 1.5, ABCG2 block 7, RGS8-Gao reg 103, Mcl1-Bid inh -25 and RGS7-Gao reg 99.
`CC1=CN2C(=N)/C(=C/c3ccc(Sc4ccc(C)cc4)o3)C(=O)N=C2S1` gave Pf gametocyte 29, Avidin bead fluor 5, Bim-Mcl-1 -7, Mcl1-Noxa inh -31, RGS4-Gao reg 106, GSH fluor 13, ABCB1 block -0.4, ABCG2 block -6, RGS8-Gao reg 110, Mcl1-Bid inh -39 and RGS7-Gao reg 107.
COc1ccc(C(=O)N2CC=C(c3ccccc3)CC2)cc1S(=O)(=O)N1CCOCC1 was read as Pf gametocyte -11, Avidin bead fluor 16, Bim-Mcl-1 2, Mcl1-Noxa inh -6, RGS4-Gao reg 101, GSH fluor 26, ABCB1 block -1.8, ABCG2 block 1, RGS8-Gao reg 99, Mcl1-Bid inh -2 and RGS7-Gao reg 105.
CCc1nc(SCC(=O)N2CCN(c3ccccc3)CC2)c2c(=O)n(C)c(=O)n(C)c2n1 was read as Avidin bead fluor 6, Bim-Mcl-1 -6, Mcl1-Noxa inh 2, RGS4-Gao reg 116, GSH fluor 17, ABCB1 block 0.9, ABCG2 block -1, RGS8-Gao reg 121, Mcl1-Bid inh -12 and RGS7-Gao reg 120.
CCc1nnc(NS(=O)(=O)c2ccc(NC(=O)c3ccco3)cc2)s1 was read as Pf gametocyte -26, Avidin bead fluor 7, Bim-Mcl-1 0, Mcl1-Noxa inh 8, RGS4-Gao reg 93, GSH fluor 12, ABCB1 block 1.2, ABCG2 block 6, RGS8-Gao reg 98, Mcl1-Bid inh -24 and RGS7-Gao reg 92.
Cc1noc(C)c1C(=O)Nc1sc(C)c(-c2ccccc2)c1C#N was read as Pf gametocyte 10, Avidin bead fluor 6, Bim-Mcl-1 -5, Mcl1-Noxa inh 43, RGS4-Gao reg 100, GSH fluor 40, ABCB1 block -0.2, ABCG2 block 1, RGS8-Gao reg 100, Mcl1-Bid inh -26 and RGS7-Gao reg 103.
For COC(=O)C1(NC(=O)NC23CC4CC(CC(C4)C2)C3)CCCCC1 the results were Avidin bead fluor 10, Bim-Mcl-1 1, Mcl1-Noxa inh -3, RGS4-Gao reg 101, GSH fluor 19, ABCB1 block -0.1, ABCG2 block 0, RGS8-Gao reg 101, Mcl1-Bid inh -15 and RGS7-Gao reg inconclusive.
COc1cccc(C(=O)N/N=C/c2ccc(OC3CSC3)cc2)c1 was read as Avidin bead fluor 3, Bim-Mcl-1 -4, Mcl1-Noxa inh 23, RGS4-Gao reg 93, GSH fluor 5, ABCB1 block 0.5, ABCG2 block 1, RGS8-Gao reg 94, Mcl1-Bid inh 12 and RGS7-Gao reg 93.
CC1CCCN(c2ccc(C(=O)Nc3ccc4c(c3)OCO4)cc2[N+](=O)[O-])C1 (stereo unspecified) was read as Avidin bead fluor 11, Bim-Mcl-1 -3, Mcl1-Noxa inh 4, RGS4-Gao reg 104, GSH fluor 4, ABCB1 block 0.5, ABCG2 block 3, RGS8-Gao reg 104, Mcl1-Bid inh -29 and RGS7-Gao reg 105.

In the list so far, 2 have a cyano group:
`COc1cc(C2C(C#N)=C(N)Oc3cc(C)oc(=O)c32)cc2c1OCO2` (stereo unspecified) gave Avidin bead fluor 13, Bim-Mcl-1 0, Mcl1-Noxa inh 51*, RGS4-Gao reg 101, GSH fluor 21, ABCB1 block 0.2, ABCG2 block 1, RGS8-Gao reg 101, Mcl1-Bid inh -6 and RGS7-Gao reg 103.
Cc1noc(C)c1C(=O)Nc1sc(C)c(-c2ccccc2)c1C#N was read as Pf gametocyte 10, Avidin bead fluor 6, Bim-Mcl-1 -5, Mcl1-Noxa inh 43, RGS4-Gao reg 100, GSH fluor 40, ABCB1 block -0.2, ABCG2 block 1, RGS8-Gao reg 100, Mcl1-Bid inh -26 and RGS7-Gao reg 103.

(further entries)
Cn1[nH]c(C(F)(F)F)c(C=NCc2ccc(Cl)cc2)c1=O was read as Pf gametocyte -5, Avidin bead fluor 10, Bim-Mcl-1 0, Mcl1-Noxa inh 0, RGS4-Gao reg 99, GSH fluor 17, ABCB1 block 0.2, ABCG2 block 1, RGS8-Gao reg 97, Mcl1-Bid inh 10 and RGS7-Gao reg 99.
CC(=O)N(C(C)=O)c1nc2nc(C)cc(C)n2n1 was read as Pf gametocyte -5, Avidin bead fluor 9, Bim-Mcl-1 0, Mcl1-Noxa inh 18, RGS4-Gao reg 101, GSH fluor 19, ABCB1 block -0.4, ABCG2 block -2, RGS8-Gao reg 102, Mcl1-Bid inh -4 and RGS7-Gao reg inconclusive.
For CC1Cc2nc(SCC(=O)N3CCN(c4ccccc4)CC3)n(CCc3ccccc3)c(=O)c2S1 (stereo unspecified) the results were Avidin bead fluor 8, Bim-Mcl-1 -2, Mcl1-Noxa inh 3, RGS4-Gao reg 100, GSH fluor 24, ABCB1 block 3.6, ABCG2 block 14, RGS8-Gao reg 98, Mcl1-Bid inh -17 and RGS7-Gao reg 100.
Screening CC(C)N1CCc2c(sc(NC(=O)c3cc4cc([N+](=O)[O-])ccc4s3)c2C(N)=O)C1 returned Avidin bead fluor 9, Bim-Mcl-1 1, Mcl1-Noxa inh 76*, RGS4-Gao reg 97, GSH fluor 8, ABCB1 block -1.1, ABCG2 block 0, RGS8-Gao reg 99, Mcl1-Bid inh 35 and RGS7-Gao reg 97.

Random draw from the library. About 3.3% of those tested had a hit in this group.
